Assay outcomes: PubChem BioAssay, several laboratories
CaV13 FRET inh: Disruptors of the CACNA1D IQ motif to Ca2+-dependent inactivation inhibitor domain association, primary screening, Förster resonance energy transfer in intact living …; HEK cells, CFP/YFP FRET ICDI-IQ, plate reader, 10 min; percent FRET-ratio fall versus neutral wells; inhibition, % at 12.3 µM; 0.098% of 340,000 active; AID 743397;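 active = mean replicate inhibition of at least 30% and at least 1% of replicates passing that level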;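 also: 0% = median of the neutral control wells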
NR2E3 ag-1: agonists of human NR2E3 nuclear receptor; CHO-S Gal4-NCOR/VP16-NR2E3 two-hybrid, luciferase; inhibition of corepressor binding, % at 3.98 µM; 0.35% of 360,000 active; AID 602229;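 active = inhibition above the mean of all tested compounds plus 3 SD, cut at about 70% in these data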;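 also: 0% = DMSO with NR2E3 transfected cells and 100% = cells lacking NR2E3 construct; higher means lower luciferase signal from less NR2E3 corepressor binding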
Target sequence (Q9Y5X4 whole entry, looked up, the tested form may be a part): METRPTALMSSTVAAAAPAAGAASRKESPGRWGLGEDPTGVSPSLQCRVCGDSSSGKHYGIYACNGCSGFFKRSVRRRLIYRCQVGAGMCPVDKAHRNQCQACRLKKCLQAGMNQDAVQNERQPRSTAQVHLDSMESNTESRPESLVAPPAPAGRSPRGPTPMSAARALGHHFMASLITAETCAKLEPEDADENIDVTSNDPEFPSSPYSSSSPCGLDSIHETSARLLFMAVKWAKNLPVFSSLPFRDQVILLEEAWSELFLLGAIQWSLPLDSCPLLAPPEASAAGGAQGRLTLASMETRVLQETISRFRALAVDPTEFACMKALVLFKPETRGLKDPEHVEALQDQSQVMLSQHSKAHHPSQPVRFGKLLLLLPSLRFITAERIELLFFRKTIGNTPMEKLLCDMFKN
Vif imaging: inhibitors of HIV Vif. 0.35% of 340,000 active. inhibition, % at 7.49 µM. HEK293T cells, Vif self-association by quenched fluorescence, imaging, 24 h; in the data active = inhibition above about 50%, passing the limit was not always enough; also: some results filed as inactive read as strong as hits
HIF-2a inh: blocks HIF-2a reporter activity; 0.72% of 360,000 active; AID 624352; 786-0 RCC cells HIF-2a reporter, luciferase luminescence, overnight; inhibition, % at 18.8 µM;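 active = inhibition of the luminescence signal of 40% or more relative to plate controls, in a single-dose primary screen at 18.75 µM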
Shn3 inh set2: inhibitors of Schnurri-3 3'UTR reporter in osteoblasts; Clone20 osteoblast Shn3 3'UTR firefly luciferase, 24 h; AID 588674; 0.52% of 360,000 active; inhibition, % at 12.5 µM;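 active = mean inhibition of at least 75% with every replicate also reaching 75%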;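 also: 0% = median of neutral control wells and 100% = pilot-screen positive control compound; some compounds past the cut are filed as inactive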
MITF TRPM1 inh: reduces MITF-dependent TRPM1 promoter luciferase signal. SK-MEL-5 TRPM1 promoter luciferase, 24 h. inhibition, % at 12.5 µM. 0.83% of 330,000 active;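 active = mean inhibition across replicates of 60% or more, whatever share of single replicates reaches that level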; also: values of inactives mirror those of a sister screen read the other way
Peg3 promoter: Peg3 promoter activity inhibition | HeLa PEG-Prom luciferase reporter, luminescence, overnight | inhibition, % at 20 µM | 1.7% of 360,000 active | AID 588405;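 active = inhibition of at least 50% at 20 µM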
CF NFkB block: cystic fibrosis NF-kB activation inhibition | KKLEB NF-kB-GFP reporter, PAF-induced, GFP fluorescence overnight | inhibition, % at 5 µM | 0.86% of 360,000 active | AID 588850;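 active = at least 50% inhibition at 5 µM, scaled per plate between neutral and stimulator controls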;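 also: PAF is a Pseudomonas aeruginosa culture filtrate used as stimulus; plate controls were PAF-stimulated DMSO wells for no effect and unstimulated DMSO wells for full effect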
NR2E3 ag-2: activates human photoreceptor nuclear receptor NR2E3. AID 2300. 0.12% of 320,000 active. GST-NR2E3/biotin-RetCOR TR-FRET, 1536-well. inhibition of corepressor binding, % at 4.78 µM;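 active = percent inhibition above the cutoff of mean plus 3 SD of all tested compounds, set per screening campaign, cut at about 20% in these data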;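 also: 0% = DMSO wells and 100% = biotin wells as full block of FRET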
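Format: 1536-well format; test system: GST-NR2E3 and biotin-RetCOR proteins; read-out basis: percent inhibition of TR-FRET ratio; timing: 5 h incubation at 4 °C; detection: time-resolved FRET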
KKLEB cytotox: CF airway cell cytotoxicity counter-screen. KKLEB CF airway cells viability, ATPlite luminescence, overnight; stronger effect = lower value; cells stimulated with P. aeruginosa culture filtrate. activity change (cytotoxicity), % at 5 µM. 0.36% of 360,000 active. AID 602141;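 active = corrected activity change at or below -50% at 5 µM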
PDI turbidity: PDI (human) enzyme inhibition | PDI insulin aggregation turbidity, A650, 90 min | P07237 | 0.052% of 350,000 active | inhibition, % at 10 µM;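 active = mean inhibition across replicates of 30% or more, whatever share of single replicates reach that level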;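 also: absorbance from insulin aggregation driven by PDI reduction with DTT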
Target sequence (P07237 whole entry, looked up): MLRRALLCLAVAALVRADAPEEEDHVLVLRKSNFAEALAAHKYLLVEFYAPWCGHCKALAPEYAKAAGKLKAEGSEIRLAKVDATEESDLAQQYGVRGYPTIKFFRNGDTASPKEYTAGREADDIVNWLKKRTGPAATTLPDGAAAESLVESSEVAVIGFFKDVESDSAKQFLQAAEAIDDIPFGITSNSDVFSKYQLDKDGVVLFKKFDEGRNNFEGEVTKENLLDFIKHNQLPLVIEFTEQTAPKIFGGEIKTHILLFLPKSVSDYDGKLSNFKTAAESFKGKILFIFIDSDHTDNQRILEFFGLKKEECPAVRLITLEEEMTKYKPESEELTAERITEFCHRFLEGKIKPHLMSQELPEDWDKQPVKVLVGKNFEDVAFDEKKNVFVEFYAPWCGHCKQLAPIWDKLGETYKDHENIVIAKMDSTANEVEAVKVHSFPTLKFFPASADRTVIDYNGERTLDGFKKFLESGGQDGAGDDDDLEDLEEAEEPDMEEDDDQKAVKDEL
* = called active by the depositor; . = not tested or not shown.

SMILES	CaV13 FRET inh	NR2E3 ag-1	Vif imaging	HIF-2a inh	Shn3 inh set2	MITF TRPM1 inh	Peg3 promoter	CF NFkB block	NR2E3 ag-2	KKLEB cytotox	PDI turbidity
C=CCc1cc(Cl)ccc1OCCCn1ccnc1	-5.7	14.0	20.2	22.3	-7.4	-7.0	46.3	7.6	0.1	-9.6	-8.6
Cc1noc(C)c1COc1ccc(C(=O)OCC(=O)N2CC3(C)CC2CC(C)(C)C3)cc1 (configuration not stated)	-4.3	-6.6	7.1	3.8	8.2	-4.2	7.1	1.2	2.4	-0.2	-4.4
CCN(CC)c1ccc2cc(C(=O)NCc3ccc(F)cc3)c(=N)oc2c1	.	-11.3	27.8	-91.1	13.0	-5.4	-43.1	-22.6	-1.8	-5.2	25.2
O=C(Cn1c(=O)oc2cc(S(=O)(=O)N3CCCC3)ccc21)N1CCN(c2ccccc2)CC1	-5.3	-5.8	12.6	-4.6	5.7	-1.0	-14.4	35.3	3.9	-4.1	-0.3
CCOC(=O)C1(Cc2ccc(Cl)cc2)CCN(Cc2cnc(N)nc2)CC1	-3.9	16.7	6.6	14.2	2.2	-3.7	9.1	8.1	-0.4	0.0	1.9
O=C(O)C1CC=CCC1C(=O)Nc1ccccc1C(=O)N1CCN(c2ccccc2)CC1 (configuration not stated)	-4.7	13.6	8.5	10.2	0.6	-1.6	3.8	-4.5	4.0	4.5	19.7
CCOc1ccc(NS(=O)(=O)c2cc(C(=O)NCC3CCCO3)ccc2Cl)cc1 (configuration not stated)	-7.8	-21.4	10.8	7.4	-10.4	11.6	12.3	-2.5	1.1	12.0	-12.0
O=C(COc1ccccc1)Nc1nccs1	-8.6	-94.0	1.9	-127.5	-60.5	-67.6	-203.6	9.1	6.0	-7.6	3.0
COc1ccc(CNC(=O)C2CCCN2C(=O)NCc2ccccc2)cc1 (configuration not stated)	-3.7	-33.7	-20.3	16.2	-1.6	5.4	2.9	-2.8	0.8	-2.9	0.0
N#Cc1ccccc1NC(=O)COC(=O)CN1C(=O)C2CCCCC2C1=O (configuration not stated)	-13.4	2.1	-9.2	10.6	-7.1	-0.1	-2.2	-24.1	.	14.1	2.7
CCOC(=O)CCNCc1ccc(OC)c(OC)c1	-7.1	-6.8	-12.4	16.6	-2.0	9.6	-0.7	-19.6	2.1	1.3	9.6
COc1ccc(S(=O)(=O)N2CCN(C(=O)N3CCOCC3)C2C)cc1 (configuration not stated)	-5.1	-11.4	6.3	10.4	-0.4	-1.3	-1.1	-11.1	0.7	10.9	13.0
COc1ccc(NC(=O)COC(=O)CNS(=O)(=O)c2ccc(F)c(F)c2F)cc1OC	-13.6	2.9	0.3	20.4	7.7	6.9	6.9	3.5	4.5	-7.5	9.1
CCOc1ccc(S(=O)(=O)N2CCCC(C(=O)NCc3ccncc3)C2)cc1Cl (configuration not stated)	-3.9	0.7	-3.4	13.2	15.1	2.4	-10.6	17.7	-0.9	0.8	-0.1
CCOc1c(Cl)cc(C(=O)Nc2ccccc2C(=O)O)cc1Cl	-5.5	-58.2	-10.1	-191.8	3.2	-62.9	-97.9	9.0	0.1	-1.2	-6.5
O=C(CSc1nnc(CNc2cccc(C(F)(F)F)c2)n1Cc1ccco1)NCc1ccco1	-5.0	6.6	15.3	18.0	0.3	1.7	13.1	-2.6	-2.1	14.2	6.3
Nc1nnc(SCC(=O)Nc2ccc(Cl)c(C(=O)O)c2)s1	-4.3	-15.1	4.1	2.3	-0.6	11.0	-46.2	-6.3	2.8	3.0	-5.1
O=C(NCc1ccc(-c2csnn2)cc1)C1CC1	-4.5	5.2	.	10.7	-2.7	-0.4	7.1	-4.5	-2.5	0.6	-12.3
CN(Cc1ccccc1)C(=O)COC(=O)CCC(=O)c1ccc(Cl)cc1	-6.9	12.1	19.9	9.6	-24.5	-2.0	2.4	-7.8	.	11.8	9.9
CCOc1ccc(NC(=O)CSc2ccc(-c3cccnc3)nn2)cc1	.	-15.0	-4.5	-6.2	-15.2	-17.1	-22.3	13.2	1.9	-4.4	-2.8
Cc1cccc(N=c2c([N+](=O)[O-])nn(-c3ccc(Cl)cc3)n2O)c1	-15.2	-41.4	0.2	-65.1	-25.1	-5.0	-78.5	-6.5	0.2	-0.1	-4.7
CCOC(=O)Cc1nnc(NC(=O)CSc2nnc3c4ccccc4n(C)c3n2)s1	.	15.9	-2.1	7.1	4.4	2.0	18.1	2.8	1.9	1.7	14.8
CN1CCN(C(=O)CCc2nc3ccccc3n2-c2ccccc2)CC1	-2.2	19.1	-0.7	17.0	-1.5	-2.1	22.9	4.1	2.8	11.5	-2.1
Oc1ccc(C[C@H]2CNC(=S)N2CC2CCCN2C[C@H](Cc2ccccc2)N2C[C@H](Cc3ccc(O)cc3)N(CC3CCCCCC3)C2=S)cc1 (some centres not stated)	-8.1	-4.9	-15.4	-37.2	29.3	9.3	44.7	57.6*	.	-23.9	-5.7
CC1=NS(=O)(=O)NC(C)(C)C1	-5.0	13.4	0.0	0.7	-23.8	2.5	0.7	5.6	.	4.9	0.7
CC1CN(C(=O)COC(=O)c2ccc3ccccc3c2)CC(C)O1 (configuration not stated)	-13.2	1.7	-15.3	-3.2	-28.9	.	-9.2	-1.9	.	6.2	10.4
COc1ccc(OC)c(C2C3CN(C(C)C)CC=C3C(C#N)=C(N)C2(C#N)C#N)c1 (configuration not stated)	-4.2	-24.3	95.2*	8.1	-29.3	-5.5	13.0	-5.0	-2.5	-4.4	1.6
O=C(CC1NCCN(Cc2ccccc2)C1=O)Nc1ccc(Cl)cc1 (configuration not stated)	-4.7	4.9	6.2	7.5	12.2	-26.6	5.8	5.2	0.0	-2.8	3.1
Cc1ccc(C(=O)NC2CCS(=O)(=O)C2)cc1S(=O)(=O)N1CCOCC1 (configuration not stated)	-5.0	-9.7	20.8	13.2	24.3	-9.9	0.8	-4.8	-3.4	1.1	7.8
Cn1cc([N+](=O)[O-])c(C(=O)Nc2ccn(Cc3c(F)c(F)cc(F)c3F)n2)n1	-7.8	17.9	8.1	-74.0	0.1	13.0	55.9*	12.0	2.1	3.5	-2.8

6 compounds from above, arranged by length of the SMILES, low to high:
SMILES	CaV13 FRET inh	NR2E3 ag-1	Vif imaging	HIF-2a inh	Shn3 inh set2	MITF TRPM1 inh	Peg3 promoter	CF NFkB block	NR2E3 ag-2	KKLEB cytotox	PDI turbidity
CC1=NS(=O)(=O)NC(C)(C)C1	-5.0	13.4	0.0	0.7	-23.8	2.5	0.7	5.6	.	4.9	0.7
O=C(CC1NCCN(Cc2ccccc2)C1=O)Nc1ccc(Cl)cc1 (configuration not stated)	-4.7	4.9	6.2	7.5	12.2	-26.6	5.8	5.2	0.0	-2.8	3.1
CCOC(=O)Cc1nnc(NC(=O)CSc2nnc3c4ccccc4n(C)c3n2)s1	.	15.9	-2.1	7.1	4.4	2.0	18.1	2.8	1.9	1.7	14.8
Cc1ccc(C(=O)NC2CCS(=O)(=O)C2)cc1S(=O)(=O)N1CCOCC1 (configuration not stated)	-5.0	-9.7	20.8	13.2	24.3	-9.9	0.8	-4.8	-3.4	1.1	7.8
Cc1cccc(N=c2c([N+](=O)[O-])nn(-c3ccc(Cl)cc3)n2O)c1	-15.2	-41.4	0.2	-65.1	-25.1	-5.0	-78.5	-6.5	0.2	-0.1	-4.7
Cn1cc([N+](=O)[O-])c(C(=O)Nc2ccn(Cc3c(F)c(F)cc(F)c3F)n2)n1	-7.8	17.9	8.1	-74.0	0.1	13.0	55.9*	12.0	2.1	3.5	-2.8

Other records.
SMILES	CaV13 FRET inh	NR2E3 ag-1	Vif imaging	HIF-2a inh	Shn3 inh set2	MITF TRPM1 inh	Peg3 promoter	CF NFkB block	NR2E3 ag-2	KKLEB cytotox	PDI turbidity
O=C(Cc1ccccc1)NC(Nc1cccc2ccccc12)C(Cl)(Cl)Cl (configuration not stated)	-5.6	-38.7	5.3	8.1	27.0	12.6	10.0	-2.3	1.1	6.4	5.1
Cc1cccn2c(=O)c3cc(C(=O)NCCCN4CCCC4=O)n(C)c3nc12	-10.9	5.6	2.5	-92.4	-5.3	-26.4	-42.4	-19.6	-1.8	3.8	-8.2
COc1ccc(NC(=O)c2cc3ccccc3cc2OC)cc1	0.3	-131.0	-4.0	-235.0	-61.3	-67.2	-201.4	15.5	1.9	18.8	13.2
Fc1ccc(CNc2nc(-c3cccnc3)nc3ccccc23)cc1	-6.9	18.8	-12.7	7.9	-0.4	10.1	41.7	-11.6	2.1	4.3	-1.0
Cc1onc(-c2ccccc2)c1C(=O)OCC(=O)NC(=O)c1ccccc1	-5.9	5.2	-4.3	-9.0	-22.4	-3.5	-3.4	-1.3	3.0	14.3	-2.2
Cc1ccc(/C=N/NC(=O)C2(O)c3ccccc3-c3ccccc32)o1	-4.5	-12.4	-1.3	11.1	-19.9	1.9	6.7	-18.8	-4.3	9.7	-12.2
Cc1ccccc1/C=C1\Oc2ccccc2C1=O	-6.3	-31.8	-0.7	-22.3	-15.2	-8.9	-25.0	-23.1	.	-0.9	-6.5
Cn1c(SCC(=O)NC2CCCC2)nc2c(c1=O)SCC2	.	-6.4	3.9	7.0	13.8	0.0	-6.4	18.8	2.1	3.3	4.1
Cc1cc(NC(=O)c2cc(-c3ccccn3)nc3c(Cl)cccc23)no1	-9.7	-15.4	-2.1	4.3	34.1	14.9	19.1	2.1	0.0	-9.3	-0.3
O=C(c1ccc2c(=O)n3c(nc2c1)CCCCC3)N1CCN(c2ccc(Cl)cc2)CC1	-3.6	19.2	9.4	-17.5	-7.6	.	12.6	17.4	-0.1	5.9	.
Cc1ccc(C)c2[nH]c(=O)c(CN(Cc3cccs3)C(=S)NCc3ccco3)cc12	-5.7	-16.2	-0.8	7.4	9.6	-4.5	8.2	-5.4	-2.0	-6.5	7.1
COCCNC(=O)C(OC(=O)c1ccco1)c1ccc(OC)cc1 (configuration not stated)	-4.1	0.8	0.1	26.5	-35.3	0.1	11.3	-1.4	.	-2.5	-3.8
Cc1ccc(CN2CCN(/N=C/c3cccnc3)CC2)cc1	-18.6	17.7	4.0	4.2	-23.2	8.4	-4.3	2.5	0.1	4.1	-2.7
O=C(NCc1ccco1)C(c1ccc(F)cc1)N(C(=O)Cc1cccs1)c1cccnc1 (configuration not stated)	-7.6	-26.0	6.8	13.3	-5.5	-4.1	4.0	-15.7	1.9	7.9	-3.7
CCn1c(CSc2nc(C)cc(C)n2)nnc1SCC(N)=O	-4.0	-11.4	-4.0	5.5	8.6	3.4	0.2	2.9	-2.7	-7.9	-0.1
CC(=O)CC(=O)NC(=NC1CCCCC1)Nc1nc(C)cc(C)n1	.	-11.6	20.1	18.3	22.0	0.2	16.9	-7.6	3.0	1.1	7.6
COc1cc2c(cc1OC)C(C)N(C(=O)/C=C/c1cc(OC)c(OC)c(OC)c1)CC2 (configuration not stated)	-20.0	8.0	5.7	10.3	24.6	-3.6	14.6	2.4	-1.7	-9.3	3.3
O=C(CNC(=O)c1cccc(F)c1)OCC(=O)N1CCCc2ccccc21	-5.2	16.5	-4.6	14.9	-13.4	7.9	4.1	-17.2	3.3	12.8	-10.0
